# Bioassay records: PubChem, Sanford-Burnham Center for Chemical Genomics
# PfGluPho inh = PfG6PD (Plasmodium falciparum) enzyme inhibition | PfGluPho enzyme, NADPH resazurin-diaphorase fluorescence | inhibition, % at 20 µM | 350,000 tested, 0.78% active | AID 504690;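 active = inhibition reaching at least a set limit at 20 µM in the primary screen, cut at about 59% in these data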;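 note: 0% = DMSO wells with substrate and 100% = DMSO wells lacking glucose-6-phosphate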
# SENP7 block = SENP7 protease inhibition | recombinant SENP7, Z-RLRGG-aminoluciferin luminescence, 40 min | AID 434973 | inhibition, % at 5 µM | 330,000 tested, 1.5% active;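 active = inhibition above about 50% at the single test dose, limit read from the data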;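 note: plate controls were DMSO with enzyme for no effect and no enzyme buffer wells for full effect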
# Target sequence (Q9BQF6 706-1050 limits assumed): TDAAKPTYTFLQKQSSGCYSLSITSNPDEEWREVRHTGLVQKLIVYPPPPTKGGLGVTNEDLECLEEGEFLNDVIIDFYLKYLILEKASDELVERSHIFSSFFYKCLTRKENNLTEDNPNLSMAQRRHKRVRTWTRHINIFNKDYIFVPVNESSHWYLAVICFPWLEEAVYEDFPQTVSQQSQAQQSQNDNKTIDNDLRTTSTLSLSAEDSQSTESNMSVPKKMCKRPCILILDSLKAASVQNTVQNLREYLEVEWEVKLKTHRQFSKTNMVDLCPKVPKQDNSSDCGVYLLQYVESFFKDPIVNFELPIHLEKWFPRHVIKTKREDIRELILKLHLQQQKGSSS
# Apaf1 inhib = inhibitors of human Apaf-1 apoptosome. O14727. reconstituted apoptosome caspase-3 activity, DEVD-Rh110 fluorescence. inhibition, % at 20 µM. 330,000 tested, 0.71% active. AID 489030; active = inhibition of at least 40% at 20 µM;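 note: plate controls were DMSO wells for no effect and DEVD-CHO caspase inhibitor wells for full effect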
#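 Assay system – apoptosome proteins · Medium – Hepes buffer, pH 7.5 · Also added – cytochrome c with DEVD-Rh110 · Timing – 30 min compound preincubation, 50 min activation, room temperature · Detection – Rh110 fluorescence, excitation 480 nm, emission 540 nm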
# HKDC1 inhibitor = HKDC1 (human) hexokinase inhibition | Q2TB90 | recombinant HKDC1, G6PDH/diaphorase resazurin coupled fluorescence | inhibition, % at 20 µM | 340,000 tested, 0.16% active | AID 493160;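 active = inhibition above about 35% when tested at 20 µM, limit read from the data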;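 note: plate controls were DMSO wells with enzyme for no effect and DMSO wells lacking enzyme for full effect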
#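 Test system: Recombinant HKDC1 (HK5) hexokinase enzyme, produced in-house | Input: HKDC1 at 5 µg/mL | Buffer or medium: Tris pH 8.0 buffer with MgCl2, Tween-20, BSA, BME | Schedule: 90 min reaction incubation at room temperature, dark | Technique: Resazurin-to-resorufin fluorescence via G6PDH and diaphorase coupling, 525/613 nm | Controls: DMSO wells with and without enzyme mix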
# SENP6 block = blocks the human protease SENP6 | inhibition, % at 10 µM | AID 2599 | Recombinant SENP6 catalytic domain, aminoluciferin luminescence | 330,000 tested, 1.8% active | Q9GZR1;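 active = inhibition above about 50% at the single tested dose, limit read from the data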;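 note: plate controls were DMSO wells with enzyme for no effect and DMSO wells lacking enzyme for full effect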
# SENP8 block-1 = inhibitors of human SENP8 protease; inhibition, % at 20 µM; recombinant SENP8, Nedd8 substrate fluorescence; AID 602440; 360,000 tested, 0.64% active; Q96LD8; in the data active = inhibition mostly above about 40%, no sharp cut-off; inactive = mostly below about 27%
# Target sequence (Q96LD8 whole entry, looked up): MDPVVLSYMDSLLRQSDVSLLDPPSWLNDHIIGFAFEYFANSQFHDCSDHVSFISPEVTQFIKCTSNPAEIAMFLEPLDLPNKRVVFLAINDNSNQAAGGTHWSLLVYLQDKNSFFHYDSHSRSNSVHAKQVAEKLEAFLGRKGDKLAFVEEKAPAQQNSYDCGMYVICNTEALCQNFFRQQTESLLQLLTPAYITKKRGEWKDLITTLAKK
# SENP8 block-2 = blocks the human protease SENP8; purified SENP8, Z-RLRGG-aminoluciferin cleavage, luminescence; AID 2540; 330,000 tested, 1.2% active; Q96LD8; inhibition, % at 10 µM; in the data active = inhibition above about 50%
# SENP1 inh = inhibitors of human SENP1 SUMO protease catalytic domain. 360,000 tested, 0.21% active. AID 624204. Q9P0U3. inhibition, % at 10 µM. recombinant SENP1 catalytic domain, CyPet-SUMO1-YPet FRET cleavage;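 active = inhibition at least 30% at 10 µM, raw YFP signal under a set limit, fluorescence ratio 0.5 to 1.5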;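 note: 0% = enzyme with DMSO and 100% = no enzyme wells; some results filed as inactive read as strong as hits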
# Target sequence (Q9P0U3 419-644 limits assumed): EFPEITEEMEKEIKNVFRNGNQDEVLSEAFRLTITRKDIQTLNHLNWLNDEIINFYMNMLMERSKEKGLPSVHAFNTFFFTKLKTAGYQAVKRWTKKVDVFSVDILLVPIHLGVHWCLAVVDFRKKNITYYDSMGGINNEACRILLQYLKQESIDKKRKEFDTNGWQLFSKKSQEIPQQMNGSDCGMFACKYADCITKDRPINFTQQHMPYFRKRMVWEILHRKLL
#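 Compound: 10 µM single point, 0.5% DMSO; Test system: hSENP1 catalytic domain, recombinant; Timing: 50 min reaction at room temperature; Technique: FRET, CFP and YFP emission; Control set: no-enzyme wells low, DMSO-plus-enzyme wells high control.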
# NLRP3 yeast inh = blocks the NALP3 inflammasome reconstituted in yeast | Yeast reconstituted NLRP3/ASC/caspase-1, beta-gal luminescence, 24 h | inhibition, % at 10 µM | 330,000 tested, 0.39% active;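 active = inhibition of 50% or more; inactive = inhibition below 50%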;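 note: plate controls were induced DMSO wells for no effect and uninduced yeast grown without galactose for full effect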
# Numbers without * were called inactive; . = no result given; & = joins results of further samples.
Structure	SENP8 block-2	SENP1 inh	HKDC1 inhibitor	SENP8 block-1	NLRP3 yeast inh	SENP7 block	Apaf1 inhib	PfGluPho inh	SENP6 block
CCCCC(=O)Nc1nnc(SCC(=O)NC2CC2)s1	-1.9	-0.7	-2.0	8.0	14.3	-6.9	-4.8	5.8	-13.5
CC(C)(C)C1CCc2c(C(=O)NNC(=O)CCC(=O)O)csc2C1 (stereo unspecified)	1.9	1.2	-8.8	9.0	7.4	-4.0	2.1	12.2	-14.0
O=C(COC(=O)c1ccc(Cl)c([N+](=O)[O-])c1)NC1CCCC1	5.5	0.5	-0.2	19.1	20.8	-1.2	-2.8	1.9	-7.0
CN(CCOc1ccc(Br)cc1)CC(O)COc1ccc(C#N)cc1 (stereo unspecified)	6.8	1.5	1.1	21.1	34.8	-4.8	0.6	-6.6	-7.6
Cc1ccc(N(C(=O)c2snc(C(N)=O)c2N)C(C(=O)NC2CCCC2)c2ccc(C)o2)cc1 (stereo unspecified)	2.8	-19.8	-0.6	-317.5	20.2	-14.4	21.0	-41.0	-5.5
CC1CCN(Cc2csc(N)n2)CC1	-1.1	-4.2	-2.6	24.2	1.9	7.3	-4.1	-6.9	-6.2
Cc1cc(C)n2nc(C(=O)NC(c3ccccc3)c3ccccc3)nc2n1	1.8	-0.6	-2.8	12.4	-10.7	-10.6	-12.2	3.3	4.9
O=C(Nc1ccc(F)cc1)Nc1ccccc1NS(=O)(=O)c1cccs1	-10.4	3.6	1.4	17.2	1.0	-2.5	3.8	-6.5	-14.7
COc1ccc(CN(C)C(=O)Cc2ccc(S(=O)(=O)N3CCOCC3)s2)cc1OC	3.2	-1.9	-1.5	5.0	4.2	-1.6	-6.5	-11.1	-4.9
Cc1cc(NC(=O)CSc2ccc(-c3cccc([N+](=O)[O-])c3)nn2)no1	-5.4	1.1	-2.3	7.3	-10.0	-13.2	-4.0	3.8	-10.8
COc1ccccc1CNC(=O)C1CCCN(c2cnccn2)C1 (stereo unspecified)	-4.8	2.1	-5.7	-379.8	7.8	10.8	-9.5	4.1	9.4
COc1ccc(N2CC(NC(=O)NCCC(C)C)CC2=O)cc1 (stereo unspecified)	-0.3	1.6	-1.0	13.0	14.8	-3.3	-2.8	-3.4	-14.3
CC(=O)Oc1ccc(/C=C2/SC(=S)N(Cc3ccccc3)C2=O)cc1	-0.8	74.2*	-3.4	16.8	14.6	5.7	4.4	-16.5	9.0
C[n+]1ccccc1/C=N/O	2.2	1.6&1.5	5.8&-4.9	-21.0&-0.1	9.9	2.2	-1.2	-9.8&2.7	-2.3
NC(=O)CC(NC(=O)c1cccc(Br)c1)c1ccc(N2CCN(c3ccc(F)cc3)CC2)c([N+](=O)[O-])c1 (stereo unspecified)	-4.3	3.3	-2.5	12.9	3.0	-6.7	10.9	19.2	-2.3
CCCCc1nnc(NC(=O)COc2ccc3c(C)cc(=O)oc3c2)s1	5.7	.	.	.	8.4	-1.2	-17.8	.	-0.4
COc1cccc(NC(=O)CC2C(=O)NC3CCCCC3N2C(=O)c2ccc(F)cc2)c1 (stereo unspecified)	5.2	2.2	-3.2	17.0	6.1	-4.2	-12.7	6.6	10.6
CC(O)c1nc2ccccc2n1CCCc1ccccc1 (stereo unspecified)	9.4	-0.1	-7.6	9.6	12.8	-3.3	-5.9	-0.9	16.8
O=C(O)C1OC(C(=O)O)C2C1C(F)(F)C2(F)F (stereo unspecified)	3.6	0.5	-5.6	-2.7	2.5	-3.3	-5.2	3.8	-10.3
N/C(=N\OC(=O)/C=C/c1ccccc1)c1ccc(Cl)cc1	-11.9	1.3	-7.4	10.6	1.2	11.1	0.1	-1.1	-11.6
O=C(CN1C(=O)NC2(CCOc3ccccc32)C1=O)c1ccc(Cl)cc1 (stereo unspecified)	-7.2	-1.3	-2.7	13.7	10.4	0.6	9.3	14.2	-3.7
CCC(C)NCCOCCOc1ccc(Cl)c2ccccc12 (stereo unspecified)	-6.8	0.2	0.2	-20.9	24.3	8.3	-3.6	-4.4	-13.6
O=C(COC(=O)C1=NN(c2ccccc2)C(=O)CC1)Nc1ccc([N+](=O)[O-])cc1C(F)(F)F	4.6	1.3	-2.5	6.9	4.0	0.3	-12.4	6.3	-8.2
COC(=O)C(C)N(c1ccc(OC)cc1)S(C)(=O)=O (stereo unspecified)	-0.8	-1.9	-4.8	7.2	7.8	3.1	-3.9	-9.2	2.9
O=C(O)/C(=C\c1cccs1)c1ccc(F)cc1	0.8	1.7	-8.0	20.4	-2.3	0.4	-4.6	2.8	-11.6
Cc1ccc(NC(=O)CSc2nnc3n2CCCCC3)cc1	-4.6	2.6	-7.5	29.3	3.8	0.4	0.6	-13.8	-3.9
COc1ccccc1/C=C1\SC(=O)N(CC(=O)NCCCn2ccnc2)C1=O	-2.4	-0.6	4.2	-28.2	-6.2	5.7	1.3	8.7	8.2
COc1ccc(-c2csc(CCN3N=C(C)CC3=O)n2)cc1	-4.0	-2.4	7.4	59.0*	2.2	3.5	30.6	-2.1	27.4
CNC(=O)CN1C(=O)NC2(CCc3ccccc32)C1=O (stereo unspecified)	-8.2	-5.4	-3.7	22.6	8.9	-2.9	0.4	5.6	7.6
OCC[C@H]1C[C@@H](O)[C@H](O)[C@]2(Cc3ccccc3CCO2)O1	4.5	1.0	-7.5	9.7	16.0	5.2	-5.8	14.7	0.7
O=C1CC(c2ccccc2)=NN1c1nc(-c2ccccc2)cs1	4.0	-11.3	11.3	-17.5	9.5	8.0	15.0	-24.1	17.9
COc1ccc(C(CC(=O)O)NC(=O)c2ccco2)cc1 (stereo unspecified)	4.6	2.5	-8.7	11.8	6.6	3.2	-1.2	3.0	-0.5
CCCC(=O)N/N=C1\CS(=O)(=O)N(C)c2ccsc21	-3.6	-0.2	-5.2	-3.0	-26.1	-7.1	3.5	-9.7	9.6
O=C(O)CCN=C1CCc2ccccc2N1	1.7	.	.	.	10.1	-3.3	-0.7	.	4.1
COc1ccc(C(=O)NCC(=O)OCn2nnc3ccccc3c2=O)cc1OC	-0.6	.	.	.	6.7	-0.2	5.5	.	-20.8
Cc1ccc2c(c1)CCCN2C(=O)NC1CCCCC1	-10.4	2.7	-7.9	11.0	34.4	-9.6	14.9	-1.7	-17.2
N#Cc1ccccc1NC(=O)COC(=O)CSc1nc2ccccc2o1	-4.5	0.5	-9.0	15.1	1.7	-5.9	5.7	3.2	-5.8
O=C(O)c1cccnc1Cl	-10.6	1.7	-7.8	10.1	3.8	-0.2	-7.8	-2.1	7.7
C/C(N)=C(/C#N)C(=O)COC(=O)CNS(=O)(=O)c1ccc(C)cc1	-2.8	0.2	-1.4	4.5	0.5	5.5	-3.7	3.4	0.2
COc1ccccc1NC(=O)c1ccc(NC(=O)CSc2nc(N)cc(=O)[nH]2)cc1	4.7	-1.9	-2.2	10.1	12.2	-4.3	-8.9	0.5	6.2
NC(=O)c1cc2ccccc2o/c1=N\NC(=O)c1ccco1	1.4	1.8	-3.8	-2.5	16.8	-6.5	-2.0	-8.8	-12.5
CCCN1CCc2nc(SCC(=O)Nc3ccc(C)c(Cl)c3)[nH]c(=O)c2C1	-6.4	-16.9	1.0	-28.1	7.0	5.7	12.2	-14.9	7.2
O=Cc1cc(OCc2ccccc2)ccc1[B-](F)(F)F	.	-0.3	-3.0	8.5	.	.	.	-31.1	.
CCCn1nc2cc(C(=O)NC3CCc4ccccc43)ccc2c1OCC (stereo unspecified)	-9.3	-7.3	-5.7	-494.0	11.5	0.5	6.5	0.3	-7.3
O=C(Nc1ccccc1F)c1ccc([N+](=O)[O-])s1	-1.3	0.9	-7.6	30.6	9.0	0.7	-3.0	10.0	5.9
COc1ccc(F)cc1S(=O)(=O)NCC(c1ccco1)N1CCc2ccccc2C1 (stereo unspecified)	4.9	0.8	-0.6	17.4	2.1	-0.1	22.8	6.4	7.6
O=c1[nH]c(=O)n(Cc2ccccc2)c2c1C(C(F)(F)F)(C(F)(F)F)N=C(c1ccco1)N2	8.5	-5.9	12.9	-69.7	-0.5	4.7	-9.8	-14.4	-3.6
N#CC1=C(S)N(c2ccccc2)C(c2ccc(-c3cc(Cl)ccc3Cl)o2)NC1=O (stereo unspecified)	6.1	-2.7	4.1	-29.8	-5.0	-5.5	2.8	-7.9	-1.0
Cc1cccnc1N1C(=O)c2ccc(C(=O)O)cc2C1=O	-0.8	3.3	1.2	2.6	-0.2	2.8	-1.0	-4.3	9.1
CCN(CC)CCNC(=O)c1ccc2c(c1NCCO)C(=O)c1ccccc1C2=O	23.7	4.5	17.3	88.2*	36.7	37.1	54.1*	-32.3	36.9
S=c1[nH]nc(-c2ccccc2)n1/N=C/c1c[nH]c2ccccc12	2.0	0.4	-5.9	9.5	3.9	-11.0	11.6	57.0	-1.7
CCC(C)n1cnc2c(=O)oc3ccccc3c21 (stereo unspecified)	2.4	0.4	2.2	16.2	18.4	-3.3	-20.5	2.9	3.8
CCN(CC)CCN1C(=O)C(O)=C(C(C)=O)C1c1ccc(OC)c(OC)c1 (stereo unspecified)	-1.9	-3.7	-2.1	7.5	12.0	0.0	-3.7	-2.2	-2.9
COc1ccc(OCCCC(=O)OCC(=O)Nc2nnc(-c3ccccc3)o2)cc1	-10.9	2.3	-5.8	-3.6	5.7	-0.7	12.9	-34.0	-3.2
c1ccc(-c2nnc(C(c3ccccc3)c3ccccc3)o2)cc1	-8.5	3.2	-3.3	10.0	9.4	-6.5	17.0	-2.4	-13.6
Cc1ccc(S(=O)(=O)N2CCCCC2)cc1NC(=O)c1c(-c2ccccc2)noc1C	3.2	3.3	-7.8	4.3	3.0	5.1	-6.7	-2.8	7.3
CC(C)NC(=O)C1CCN(C2CCN(Cc3nc(C(C)C)cs3)CC2)CC1	-7.7	1.1	-2.1	11.7	13.9	-4.9	-1.2	4.7	-9.6
c1ccc2c(c1)nnn1c3ccccc3nc21	86.2*	.	.	.	-10.2	96.3*	6.6	.	95.6*
N#C/C(C(=O)NCc1ccccc1)=C1\SC(CCO)C(=O)N1c1ccccc1 (stereo unspecified)	-0.4	2.3	-2.9	11.9	7.4	1.3	3.0	26.2	-8.0
N#Cc1c(-c2cccs2)cc(-c2cccs2)[nH]c1=O	-5.7	-36.0	1.7	-449.5	-2.1	-9.3	11.7	-6.2	7.0
O=C(Nc1ccc(Br)cc1)C1CCCC1	-12.2	-0.9	-4.9	12.2	13.9	25.8	-0.4	39.1	-15.7
